Assay outcomes as filed in PubChem.
MBNL1 CUG block: inhibitors of human MBNL1 binding to CUG repeat RNA | TR-FRET MBNL1-His/biotin-(CUG)12 binding, 665/545 ratio | Potency, µM (highest dose often 57.5 µM), for inactives: at the highest dose activity change, negative = inhibition, most hits filed as inhibitors | 0.036% of 280,000 active; active = well fitted inhibition curve with a large enough effect in the signal ratio, with a control signal flat, not every such curve was filed as active; inconclusive = small, poorly fitted or top-dose-only effect, or effect the other way, or a change in a side signal; inactive = no such curve, though single readings can be large or run the other way; the % refers to the signal ratio; also: potency is read from the fitted curve at half-maximal effect; % is scaled to controls: 0 for no effect and ±100 for the full control effect
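TR-FRET readout: Ex 340 nm, 665/545 nm emission ratio, normalized to buffer-only (basal) and MBNL1-(CUG)12 controls. Complex of MBNL1-His with Biotin-(CUG)12, compounds 92 nM–58 uM, incubated 60 min at room temperature.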
a7 integrin act: activates integrin-mediated alleviation for muscular dystrophy; alpha7betagal myoblasts, beta-gal FDG fluorescence, 48 h; Potency, µM (series often up to 38.3 µM), for the others: at the top dose activation, most hits filed as activators; 0.064% of 350,000 active; AID 624291;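 also: potency is read from the fitted curve at half-maximal effect; 100% = response of the positive control SU9516; nearly all actives have a fitted effect of over 60% in size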
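alpha7betagal+/- myoblasts (passage 13, 250/well) treated 48 h at 37C with compounds at 1:260 dilution of DMSO stock. Lysed, then beta-galactosidase activity read as FDG fluorescence (ex 480/em 540) after 30 min, with pre-read for autofluorescence.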
S-ASM inh: inhibitors of human secretory acid sphingomyelinase; P17405; placental ASM, HMU-PC fluorogenic substrate, 60 min; 0.006% of 340,000 active; Potency, µM (highest dose often 57.5 µM), for the others: at the highest dose activity change, negative = inhibition, hits mostly inhibitors; also: potency is read from the fitted curve at half-maximal effect
Target sequence (P17405 47-631 limits assumed): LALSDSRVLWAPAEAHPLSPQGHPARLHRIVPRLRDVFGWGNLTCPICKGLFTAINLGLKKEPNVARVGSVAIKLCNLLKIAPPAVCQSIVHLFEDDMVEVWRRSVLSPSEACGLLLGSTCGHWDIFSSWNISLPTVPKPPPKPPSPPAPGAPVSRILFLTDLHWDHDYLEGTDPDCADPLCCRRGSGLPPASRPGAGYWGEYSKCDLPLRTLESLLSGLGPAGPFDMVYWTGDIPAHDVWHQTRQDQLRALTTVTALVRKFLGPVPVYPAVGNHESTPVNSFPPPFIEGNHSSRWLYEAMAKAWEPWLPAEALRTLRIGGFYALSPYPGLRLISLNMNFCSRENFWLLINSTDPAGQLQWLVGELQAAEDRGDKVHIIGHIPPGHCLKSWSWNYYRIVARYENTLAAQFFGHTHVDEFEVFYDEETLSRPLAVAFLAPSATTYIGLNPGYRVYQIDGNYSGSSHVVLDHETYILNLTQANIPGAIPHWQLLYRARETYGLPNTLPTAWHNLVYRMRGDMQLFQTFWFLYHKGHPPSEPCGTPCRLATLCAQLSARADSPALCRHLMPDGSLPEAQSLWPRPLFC
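qHTS format. ASM enzyme prepared from human placenta hydrolyses the fluorogenic substrate HMU-PC0 (9 uM final) over 60 min at 37 °C after a 10 min compound preincubation.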
TCR act: T cell receptor activation | Potency, µM (series often up to 9.22 µM), for inactives: at the top dose activation of IL-2 secretion, usual class: activators | 330,000 tested, under 10 active | primary human leukocytes, anti-CD3, IL-2 HTRF, 48 h; also: % of control where 0% means no effect
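48 hr co-incubation of compounds, a-CD3 beads and primary human leukocytes; IL-2 quantified homogeneously by HTRF with anti-IL-2 K and d2 conjugates.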
TSHR antag: human thyrotropin receptor antagonism. P16473. TSHR-expressing cells, TSH-stimulated cAMP HTRF, 2 h; hits give low values. activity change, negative = inhibition, % at 11.5 µM. 0.2% of 330,000 active;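 active = activity change below a set negative limit, meaning inhibition stronger than a set level, cut at about -70% in these data; inconclusive = activity change between two set negative limits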; also: % is scaled to controls: 0 for no effect and ±100 for the full control effect
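Read-out is FRET at 665 nm (cryptate excitation 337 nm) from a cryptate-tagged anti-cAMP antibody, competed by cell cAMP against cAMP-d2. Compounds are tested on freshly harvested TSHR cells challenged with 4nM TSH (EC80) for 2 hours at 37 deg C.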
Mito fusion act: inhibitors of mitochondrial division or activators of mitochondrial fusion | S. cerevisiae fusion-defective mutant growth rescue, CellTiterGlo 48 h | Potency, µM (top dose mostly 46.1 µM), for the others: at the top dose growth rescue (activation), actives largely listed as activators | 0.23% of 320,000 active | AID 485298;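 also: potency is read from the fitted curve at half-maximal effect; % of control where 0% means no effect; nearly all actives have a fitted effect of over 45% in size; temperature-sensitive fusion mutants such as fzo1-1 at 37 °C on non-fermentable ethanol glycerol medium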
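Compounds are tested for their ability to restore growth of mitochondrial fusion-defective yeast strains at non-permissive 37C in YPEG medium over 48 hours. Viability is quantified by luciferase luminescence.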
AT treatment: candidate therapy for ataxia-telangiectasia; […] A-T fibroblasts, KAP-1 phosphorylation AlphaLISA; neocarzinostatin DNA damage 30 min before lysis; Potency, µM (doses to about 57.5 µM), for inactives: at the top dose activation, hits mostly activators; 0.19% of 320,000 active; AID 485349; also: potency is read from the fitted curve at half-maximal effect; % of control where 0% means no effect; nearly all actives have a fitted effect of over 45% in size
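ATM-like activity read as KAP-1 phosphorylation via AlphaLISA donor/acceptor antibody pairs after lysis and 6 hr at 25C. Cells were ATM-null patient fibroblasts ([…], hTERT), dosed 60 min, then exposed to the DSB inducer NCS for 30 min.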
CXXC DNA block: blocks binding of human MLL CXXC domain to DNA; Q03164; AID 2662; 0.037% of 290,000 active; MLL-CXXC / FITC-HOXA9 DNA fluorescence polarization; Potency, µM (doses to about 115 µM), without a hit: at the highest dose activity change, negative = inhibition, hits mostly inhibitors; active = well fitted inhibition curve with a large enough effect in the polarisation, with a control signal flat, not every such curve was filed as active; inconclusive = small, poorly fitted or top-dose-only effect, or effect the other way, or a change in a side signal; inactive = no such curve, though single readings can be large or run the other way; the % refers to the polarisation; also: potency is read from the fitted curve at half-maximal effect
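Steps: dispense CXXC domain solution (7 uM) → pin compounds or unlabeled HOX-A9 DNA control → 5 min ambient → add FLSN-HOX-A9 solution (50 nM) → spin → 30 min ambient → fluorescence polarization. Tris pH 7.5/NaCl/DTT/BSA buffer.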
Menin MLL FP TR: displaces Texas Red mutant MLL peptide from human menin | 0.23% of 270,000 active | Menin + Texas Red MLL mutant peptide, fluorescence polarization | O00255 | Potency, µM (highest dose often 61.6 µM), without a hit: top-dose FP activity change, negative = inhibition, most hits filed as inhibitors; active = well fitted inhibition curve with a large enough effect in the polarisation, with a control signal flat, not every such curve was filed as active; inconclusive = small, poorly fitted or top-dose-only effect, or effect the other way, or a change in a side signal; inactive = no such curve, though single readings can be large or run the other way; the % refers to the polarisation; also: potency is read from the fitted curve at half-maximal effect; % of control where 0% means no effect; many of its hits are not listed in these tables
PTAP TSG101 blk: blocks PTAP/TSG101 interaction to inhibit HIV-1 budding. Fluorescence polarization, FITC-PTAP peptide / Tsg101 binding. Potency, µM (highest dose often 115 µM), inactives show at the top dose activity change, negative = inhibition, usual class: inhibitors. 340,000 tested, under 10 active. AID 493005; active = well fitted inhibition curve with a large enough effect in the main read-out, with a control signal flat, not every such curve was filed as active; inconclusive = small, poorly fitted or top-dose-only effect, or effect the other way, or a change in a side signal; inactive = no such curve, though single readings can be large or run the other way; also: potency is read from the fitted curve at half-maximal effect; % of control where 0% means no effect
Target sequence (Q99816 whole entry, looked up): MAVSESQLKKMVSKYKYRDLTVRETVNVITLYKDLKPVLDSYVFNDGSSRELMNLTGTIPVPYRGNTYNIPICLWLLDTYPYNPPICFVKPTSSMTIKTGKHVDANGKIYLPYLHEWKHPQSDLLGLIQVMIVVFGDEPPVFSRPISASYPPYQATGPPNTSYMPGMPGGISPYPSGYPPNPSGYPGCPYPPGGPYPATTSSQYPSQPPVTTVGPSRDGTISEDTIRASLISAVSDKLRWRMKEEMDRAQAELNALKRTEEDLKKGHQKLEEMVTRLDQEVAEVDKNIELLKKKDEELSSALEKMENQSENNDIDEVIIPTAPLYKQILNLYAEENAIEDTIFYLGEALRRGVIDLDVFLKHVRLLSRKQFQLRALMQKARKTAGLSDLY
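Fluorescence anisotropy tracks displacement of a FITC-tagged PTAP peptide (50 nM) from the Tsg101 binding domain (10 uM), following a 20 min room-temperature incubation at pH 7.5.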
* marks the source's active call; other numbers are inactive results; u = inconclusive; x = no result given; [ ] = dose if it differs, or a comment. Unless noted, calls follow the shape of the dose curve; as a rule, active = well fitted curve in the direction sought with a large enough effect; inconclusive = small, poorly fitted or top-dose-only effect, or another doubt; inactive = no such curve, though single readings can be large; an effect the other way counts as inactive or inconclusive.

SMILES | MBNL1 CUG block | a7 integrin act | S-ASM inh | TCR act | TSHR antag | Mito fusion act | AT treatment | CXXC DNA block | Menin MLL FP TR | PTAP TSG101 blk
S=C(NCCc1ccccc1)Nc1cccc2cnccc12 | u | -21% | 1% | 1% | -15 | -10% | -3% | -3% | -9% | 0%
COc1ccc(N2CCN(C(CNC(=O)C(=O)NCCCO)c3ccco3)CC2)cc1 (configuration not stated) | -2% | 4% | -1% | 7% | 2 | -1% | -1% | -6% | -12% | 1%
O=C(NCCN1CCOCC1)c1ccc2c(c1)N(Cc1c(F)cccc1Cl)C(=O)c1ccccc1S2 | -5% | -3% | 1% | -6% | -20 | -7% | -6% | -14% | -3% | -11%
O=c1nc2ccccc2c2n1CC(CN1CCN(c3cccc(Cl)c3)CC1)N2 (configuration not stated) | -5% | 4% | 4% | x | -6 | 0% | 0% | -4% | 14% | -4%
O=C(CC(NS(=O)(=O)c1ccc(Cl)cc1)c1ccco1)NCc1ccco1 (configuration not stated) | -9% | -4% | 6% | 0% | 10 | 0% | 5% | -8% | -9% | 1%
COC(=O)[C@@]1(Cc2ccccc2)[C@H]2C(=O)N(Cc3ccccc3)C(=O)[C@H]2[C@H]2CN=C(SC)N21 | x | 11% | 3% | 4%[46.1 µM] | 14 | x | -24% | x | x | 0%
CCOC(=O)C1CCCN(C(=O)c2cccs2)C1 (configuration not stated) | -1% | -7% | 1% | 6% | 12 | -1% | 5% | -1% | -10% | -2%
CCCn1c(C)cc(-c2csc(N)n2)c1C | -23% | -21% | -5% | 8% | 3 | -1% | x | -8% | -5% | 4%
COc1cccc(C2C(C(N)=O)=C(C)Nc3nc(CCCO)nn32)c1OC (configuration not stated) | -12% | 7% | 7% | -10%[46.1 µM] | -13 | -3% | -4% | 0% | -1% | -2%
O=C(N1CCOCC1)n1cnc2ccccc21 | 1% | 10% | 1% | 5%[46.1 µM] | -6 | -2% | 0% | 8% | 0% | -4%
COc1ccccc1N1CCN(S(=O)(=O)c2ccccc2)CC1 | 8% | 6% | -3% | x | -2 | 3% | 7% | 11% | 10% | -8%
CNc1ccccc1C(=O)OCC(=O)Nc1ccc2c(c1)OCO2 | x | 0% | x | 3% | -6 | 6% | 30% | x | x | 0%
CC(C)(CCl)C(=O)Nc1ccc(Sc2ccc(F)cc2)cc1 | -8% | 16% | 5% | -5% | 6 | -13% | 13% | -9% | u | -6%
CC(=O)c1ccc(OCc2cc(C(=O)NC(C)CCn3cccn3)no2)cc1 (configuration not stated) | -1% | 2% | 2% | 7% | -1 | 0% | -3% | -2% | 0% | -5%
O=C(C1=C[C@@H](C2CC2)C[C@@H](OCCCCO)O1)N1CCN(Cc2ccc3c(c2)OCO3)CC1 | 3% | 14% | 5% | 7% | 14 | 0% | 0% | -26% | u | x
CCOC(=O)[C@H]1[C@H]2COc3ccc(C)cc3[C@@H]2N2C(=O)CN(C)C(=O)[C@@]12C | x | 10% | 4% | 2% | x | x | x | x | x | 0%
N=C1C(c2nc3ccccc3[nH]2)=C(O)CN1c1ccc(F)cc1 | 32%[activator] | -7% | 1% | 1% | -6 | 0% | x | u | -2% | -1%
CC(C)(C)c1ccc(C(=O)NNc2cc(N3CCOCC3)nc(N3CCOCC3)n2)cc1 | -4% | -21% | -2% | 4% | 40 | -3% | 17% | -1% | 14% | -2%
CCOC(=O)N1CCc2c(sc(NC(=O)C3COc4ccccc4O3)c2C(N)=O)C1 (configuration not stated) | 2% | -35% | 2% | 3% | 4 | 1% | 2% | 3% | x | -3%
CC(CNS(=O)(=O)c1ccc(Cl)cc1)n1cncn1 (configuration not stated) | 1% | 11% | 5% | -8% | -5 | 0% | 5% | -6% | -4% | -1%
Cc1cc(NC(=O)C(C)SCC(=O)Nc2ccc(SC(F)F)cc2)no1 (configuration not stated) | -11% | 1% | -4% | -19% | 3 | 1% | 1% | 1% | x | -1%
CC1CCCC(NC(=O)c2ccc3c(SCC(=O)O)c4c(nc3c2)CCC4)C1C (configuration not stated) | 11% | 21% | 6% | -1% | -4 | -3% | -11% | 2% | x | -1%
O=S(=O)(c1ccc(OCC(O)CN2CCC(Cc3ccccc3)CC2)cc1)N1CCOCC1 (configuration not stated) | -10% | -24% | 4% | x | -2 | -9% | 0% | 7% | -5% | -9%
CCc1ccc(NC(=O)C2CCN(S(=O)(=O)c3c(C)noc3C)CC2)cc1 | 0% | -16% | 2% | 3% | -13 | -7% | -3% | 6% | 36%[activator] | 1%
Cc1sc2ncnc(N3CCC(C(=O)Nc4nc5ccc(Cl)cc5s4)CC3)c2c1C | x | 0% | -4% | 5% | x | 29% | 7% | x | x | -1%

The list continues.
SMILES | MBNL1 CUG block | a7 integrin act | S-ASM inh | TCR act | TSHR antag | Mito fusion act | AT treatment | CXXC DNA block | Menin MLL FP TR | PTAP TSG101 blk
Cc1ccc(CN(C(=O)c2ccco2)C2CCS(=O)(=O)C2)cc1 (configuration not stated) | -2% | 34% | -1% | -5% | 5 | 3% | 5% | -1% | x | 0%
Cc1ccc(-n2c(Cc3cccn3C)nnc2SCC(=O)N2CCN(c3ccccc3)CC2)cc1 | -7% | -6% | -5% | x | 0 | -1% | -4% | -8% | -12% | x
CCCNC(=O)C(Cc1cccc(Cl)c1)NC(=O)c1ccc(C#N)cc1 (configuration not stated) | x | -6% | -3% | 0% | 3 | 0% | -4% | x | x | -3%
C(=N\n1cnnc1)/c1nc2ccccc2[nH]1 | 6% | 15% | 33%[activator] | -42% | 4 | 3% | -3% | -3% | -24% | -1%
O=S(=O)(c1ccccc1)N(CC(O)CN1CCCC1)c1ccccc1 (configuration not stated) | 2% | -21% | 1% | -1% | -8 | -7% | 1% | 13% | 0% | -9%
Cc1cnc(C(=O)OCC(=O)Nc2ccc(Br)c(C)c2)cn1 | x | -41% | 3% | 0% | -12 | 4% | 0% | x | x | -6%
COCCCN1C(=O)c2ccc(C(=O)Nc3ccc(OC)cc3OC)cc2C1=O | u | -19% | -1% | 1% | 0 | -3% | 8% | 9% | 9% | -10%
CCCCOc1ccc(-c2nnn(C(C)C(=O)OCC)n2)cc1 (configuration not stated) | 5% | 15% | -2% | -3% | -11 | -1% | 4% | -3% | 27% | -8%
O=C(CSc1nnc(-c2ccc(Cl)cc2)n1CC1CCCO1)NC1CCS(=O)(=O)C1 (configuration not stated) | -4% | -13% | 6% | 0% | 24 | -1% | 0% | 9% | 4% | -4%
O=C(CN1CCN(S(=O)(=O)c2ccc3c(c2)OCCO3)CC1)Nc1ccccc1Br | x | -11% | 7% | 9% | x | x | x | x | x | -5%
CCOC(=O)C1CCN(Cc2cc(=O)n3c(-c4ccccc4)csc3n2)CC1 | -2% | -17% | 2% | 1% | -2 | 0% | 1% | 0% | 2% | -6%
Cc1cc(S(=O)(=O)N2CCCC2)ccc1OCC(=O)Nc1ccc(C(N)=O)cc1 | x | 12% | 0% | x | 3 | 8% | -7% | x | x | -4%
O=C(O)Cc1ccc2ccc3ccccc3c2c1 | x | -16% | 4% | 4% | x | x | x | x | x | -3%
CC1(c2ccccc2Cl)NC(=O)N(CC(=O)NCc2ccc3c(c2)OCO3)C1=O (configuration not stated) | -1% | 1% | 0% | -2% | 18 | -19% | -4% | -1% | -2% | -2%
COc1ccc(S(=O)(=O)NNC(=O)Nc2ccc(F)cc2)cc1 | x | -2% | -1% | 6% | x | x | x | x | x | -8%
Cc1ccc(C(=O)N2CCCC(N3CCN(c4ccccc4F)CC3)C2)s1 (configuration not stated) | -4% | 4% | -1% | -2% | 42 | -1% | 5% | -9% | x | 1%
COc1ccc(C(=O)Nn2cnc3ccccc3c2=O)c(OC)c1 | 1% | -18% | 23% | -2% | 7 | 5% | -2% | 21% | -6% | -2%
C[C@H](CO)N1C[C@H](C)[C@@H](CN(C)Cc2ccc(Cl)c(Cl)c2)Oc2c(NC(=O)C3CCOCC3)cccc2C1=O | x | 8% | 3% | 3% | -10 | x | -1% | x | x | -2%
CCC(CC)C(=O)c1c[nH]c(C(=O)NCc2ccc(F)cc2)c1 | 1% | -5% | 1% | -2% | -14 | 1% | 9% | 0% | -18% | -7%

Single entries from the list:
Entry of O=S(=O)(c1ccccc1)N(CC(O)CN1CCCC1)c1ccccc1 (configuration not stated) in S-ASM inh: 1%
Entry of CCCNC(=O)C(Cc1cccc(Cl)c1)NC(=O)c1ccc(C#N)cc1 (configuration not stated) in TSHR antag: 3

Some of the compounds tested (hit frequency here may not be typical).
